# EBV gp42 block: Epstein-Barr virus gp42 inhibitors, primary screen, biochemical, uHTS, fluorescence polarization | Glycoprotein 42 (Epstein-Barr virus (strain AG876)), Q1HVG2 | hit rate 0.42% among 220,000 | inhibition, % (tested at 21.74 µM) | AID 1085, 2008 | Fluorescence polarization binding assay, mP read-out; in the data active means inhibition above about 50%
# Target sequence (Q1HVG2 whole entry, looked up): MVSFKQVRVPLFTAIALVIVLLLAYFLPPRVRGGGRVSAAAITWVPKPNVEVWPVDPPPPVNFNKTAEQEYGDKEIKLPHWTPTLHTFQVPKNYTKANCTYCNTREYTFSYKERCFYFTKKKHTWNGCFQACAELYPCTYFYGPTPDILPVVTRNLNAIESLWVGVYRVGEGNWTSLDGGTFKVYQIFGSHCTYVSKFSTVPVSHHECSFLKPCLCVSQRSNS
# Calpain2 inh: inhibitors of pig calpain II, primary screen, biochemical, fluorogenic peptide substrate, 1536-well | hit rate 0.37% among 220,000 | inhibition, % at 16 µM | purified calpain II, 30 min;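 active means inhibition above about 50%, limit read from the data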
# Furin inh: human furin inhibitors, primary screen, biochemical, fluorescence intensity | hit rate 0.061% among 220,000 | AID 463115, 2010 | purified furin, fluorogenic substrate cleavage | inhibition, % at 30 µM; in the data active means inhibition above about 25%; further: inactives centre near -15
# KCC2 mod: KCC2 cotransporter modulators, thallium flux, primary screen, cell-based, HEK293 KCC2, FluoZin-2 fluorescence, MLSMR; Solute carrier family 12 member 5 (Homo sapiens), Q9H2X9; KCC2 cells, thallium flux FluoZin-2 fluorescence; B-score of Tl+ flux slope (higher = more flux/activation; lower = inhibition) at 10 µM; hit rate 2.2% among 190,000;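 active means thallium flux slope and its plate-corrected score both differing from the plate sample mean at a set confidence after two filtering rounds, in either direction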;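 further: slope of fluorescence scaled to starting intensity during 10 to 20 s after thallium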
# TRPN1 ag: zebrafish TRPN1 channel agonists, primary screen, cell-based, HEK293, calcium fluorescence. hit rate 0.18% among 220,000. HEK293 zebrafish TRPN1-YFP, Fluo-8 calcium fluorescence; 100% = response to 87 µM carbachol. activation, % at 3 µM;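 active means activation above its plate's cutoff, the mean activation of test wells on that plate plus 3 SD, cut at about 19% in these data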;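 further: 0% = DMSO alone and 100% = 87 µM carbachol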
#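 Material – zebrafish TRPN1-YFP in HEK293 cells · Doses – 3 µM single point · Schedule – dye 1 h 37 °C plus 30 min RT · Signal – Fluo-8 calcium fluorescence, excitation 470-495 nm, emission 515-575 nm · Read-out – % activation versus carbachol response · Control set – carbachol high, DMSO low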
# PPC-1+TRAIL kill: compounds killing PPC-1 cancer cells with TRAIL present, primary screen, TRAIL potentiator project, ATPLite luminescence, uHTS | PPC-1 cells + TRAIL, ATPLite viability luminescence | cell killing (% activity), % at 4 µM | hit rate 0.41% among 220,000 | AID 1443, 2008;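 active means cell killing above 50% in the first pass at 4 µM, then a duplicate retest at 5 µM averaging 50% or more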;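 further: plate controls were cells with TRAIL plus DMSO for no effect and medium-only wells lacking cells for full effect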
# TbHK1 inh: Trypanosoma brucei hexokinase 1 inhibitors, primary screen, biochemical, G6PDH-coupled NADH absorbance, MLSCN library | hexokinase 1 [Trypanosoma brucei] | inhibition, % at 10 µM | recombinant TbHK1, G6PDH-coupled NADH A340 | AID 1430, 2008 | hit rate 0.11% among 220,000;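 active means inhibition of 50% or more in the single-dose primary screen; inactive means inhibition below 50%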
# TRPML3 agonist: human TRPML3 channel agonists, primary screen, cell-based, HEK293 TRPML3-YFP, Fluo-8 calcium fluorescence, 3 µM. Mucolipin-3 (Homo sapiens), Q8TDD5. 100% = the carbachol control signal. activation, % at 3 µM. hit rate 0.29% among 220,000;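 active means activation above its plate's cutoff, the mean activation of the plate's test wells plus 3 SD, cut at about 12% in these data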;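 further: 0% = DMSO only wells and 100% = carbachol wells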
# Target sequence (Q8TDD5 whole entry, looked up): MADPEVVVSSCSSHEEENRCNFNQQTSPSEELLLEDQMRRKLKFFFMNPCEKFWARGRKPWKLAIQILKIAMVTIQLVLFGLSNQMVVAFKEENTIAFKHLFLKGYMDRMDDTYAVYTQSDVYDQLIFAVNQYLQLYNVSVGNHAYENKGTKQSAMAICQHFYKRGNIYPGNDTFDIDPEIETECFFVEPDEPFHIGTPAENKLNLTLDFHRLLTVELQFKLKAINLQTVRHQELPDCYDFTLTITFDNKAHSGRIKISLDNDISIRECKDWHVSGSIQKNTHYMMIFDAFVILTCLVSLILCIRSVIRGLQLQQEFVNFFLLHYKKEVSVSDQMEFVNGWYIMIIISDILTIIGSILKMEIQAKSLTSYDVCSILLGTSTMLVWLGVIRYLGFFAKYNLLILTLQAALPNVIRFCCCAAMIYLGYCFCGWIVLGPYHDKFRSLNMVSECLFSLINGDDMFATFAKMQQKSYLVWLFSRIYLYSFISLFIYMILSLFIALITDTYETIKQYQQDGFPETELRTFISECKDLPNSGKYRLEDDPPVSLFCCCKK
#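 Material: TRPML3-YFP stable HEK293 cells | Dosing: One concentration, 3 µM nominal, 0.3% DMSO | Timing: 125 s total fluorescence read per well | Technique: Fluo-8 calcium dye fluorescence, ex 470-495, em 515-575 nm | Measure: Percent activation from peak-to-basal fluorescence ratio, scaled between DMSO and carbachol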
# Thrombin inh: human alpha-thrombin inhibitors, primary screen, counter-screen for coagulation protease inhibitor project, biochemical, 1536-well, fluorogenic AMC substrate; AID 1046, 2008; Boc-VPR-AMC fluorogenic substrate cleavage; inhibition, % at 5 µM; hit rate 0.26% among 220,000;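 active means inhibition at or above 40%; inactive means inhibition below 40%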;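 further: 0% = enzyme with no compound and 100% = wells without enzyme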
#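 System: human alpha-thrombin protein; Compound dosing: one concentration per compound, 5 µM, with 0.2% DMSO; Timing: reaction at room temperature; Technique: AMC fluorescence, 355/460 nm; Controls: enzyme without compound as high, wells lacking enzyme as low.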
# Active calls of the source: *; x = no result given; [ ] = dose if it differs, or a comment.
SMILES,EBV gp42 block,Calpain2 inh,Furin inh,KCC2 mod,TRPN1 ag,PPC-1+TRAIL kill,TbHK1 inh,TRPML3 agonist,Thrombin inh
Cc1[nH]c2ccccc2c1/C=N/NC(=O)c1cc(-c2ccccc2)n[nH]1,-18,-17,4,-0.27,2.0,-2,-22,-0.6,-2
Cc1ccc(CN2CCN(Cc3cnc(N4CCOCC4)s3)CC2CCO)cc1 (stereo not drawn),-4,-22,-27,-0.86,1.4,7,-4,0.7,-2
CCN(CC)C(=O)c1ccc(-c2nnc(OC)c3ccccc23)cc1,-12,-17,-22,-0.28,-0.5,-6,-8,0.5,-10
CCOC(=O)C1CCCN(C(=O)Cn2cccc2C(=O)c2ccccc2)C1 (stereo not drawn),-4,-9,-1,x,-0.5,18,-5,-0.7,-1
COc1ccc(NC(=S)Nn2cnnc2)cc1OC,-13,5,-21,0.97,0.0,12,-3,0.3,-2
COc1ccc(OC)c(CN(CCN2CCOCC2)C(=O)Nc2cccc(Cl)c2)c1,-14,7,-23,-0.43,1.4,8,-6,0.5,3
O=C(OCC(=O)N(C1CCCCC1)C1CCCCC1)c1ccncc1,-6,14,-6,-0.083,-0.8,16,5,0.3,-10
CCc1ccc(C(=O)COC(=O)CNC(=O)c2ccc(N3C(=O)c4ccccc4C3=O)cc2)cc1,14,18,-18,0.73,-0.5,2,-11,0.3,4
CCn1c(-c2ccccc2Cl)nn(CC(=O)NCCc2ccccc2)c1=S,-5,25,-13,0.03,0.2,1,2,0.1,-6
Cc1cccc(OCCC(=O)NCC(c2ccccc2)N(C)C)c1 (stereo not drawn),-17,-13,-22,0.4,-0.3,21,-8,1.1,0
Cc1cc(NC(=O)CCCN2C(=O)c3cccnc3C2=O)ccc1Br,-5,-12,-16,-0.57,0.3,10,-5,0.9,-1
CCCCN(C(=O)c1ccco1)c1nnc(-c2cc(OC)c(OC)c(OC)c2)s1,6,-396,-18[20 µM],x,-1.2,5,-21,0.9,0
COc1ccc(CNC(=O)c2cnccn2)cc1,-1,-5,-8[20 µM],-0.034,-0.7,0,6,0.6,-8
CCS(=O)(=O)c1cc([N+](=O)[O-])c(Sc2ccccc2N)s1,-11,3,-28,-1.7,1.3,-12,-16,1.6,2
S=c1[nH]nc(-c2ccco2)n1-c1cccc2ccccc12,-6,-21,-25[20 µM],2.2,-2.0,-20,4,0.6,-4
O=C(NCC1CCCO1)NC1CCCCC1 (stereo not drawn),-18,-20,-19[20 µM],0.5,0.4,16,-1,0.7,1
C#CCOCCOCCOCCNc1nc(N2CCOCC2)nc(N2CCN(C(=O)[C@H]([C@@H](C)O)n3cc(CCCCN)nn3)CC2)n1,1,13,-2,1.3,0.7,24,1,0.4,1
C=C(C)c1cccc(C(C)(C)NC(=O)N2CCCCC2CC)c1 (stereo not drawn),-10,26,-1[20 µM],-0.11,-1.5,-1,-6,0.6,3
COc1ccc(CNC(=O)c2sc3nc4c(c(C(F)(F)F)c3c2N)CCC4)cc1,4,0,-19,-0.6,0.9,8,-3,0.6,-1
Cc1nc2cc(NC(=O)CSc3nc4c(C)cccc4cc3C#N)ccc2s1,-17,20,-14[20 µM],x,0.6,-11,10,0.8,5
COc1ccc(-c2noc(CCC(=O)N3CCN(Cc4ccccc4)CC3)n2)cc1,-2,-30,-16[20 µM],x,2.6,-8,-12,1.7,-2
NC1=NC(=O)C(Cc2cc(Cl)ccc2Cl)S1 (stereo not drawn),-11,-16,10[20 µM],0.99,-0.8,-7,2,-1.0,1
CCC(C)NC(=O)C(Cc1ccccc1)NS(=O)(=O)c1cccc2nsnc12 (stereo not drawn),-20,-4,10,x,-0.1,22,8,-0.4,-1
CCCCCOC(=O)Cc1c(O)c2ccccc2n(C)c1=O,-9,-61,-21,0.28,-0.5,6,-7,0.2,-3
Cc1ccc(N2C(=O)c3ccccc3C2Nc2ccccc2)nc1 (stereo not drawn),-23,0,-21,x,-1.0,6,-7,-1.1,3
Cc1cc(S(=O)(=O)NC2CCCCC2)ccc1OCC(=O)NCc1ccccn1,-4,26,-17[20 µM],-0.4,2.9,29,-5,-0.8,4
O=C(COc1ccccc1-c1ccccc1)Nc1ccc(S(=O)(=O)NCc2ccco2)cc1,-10,-36,-25[20 µM],1.6,-0.1,-20,0,-0.1,2
CCC(=O)c1ccc(OC(C)C(=O)NC2(C#N)CCCCC2)cc1 (stereo not drawn),-11,-9,-12,0.0058,-2.0,26,-8,-0.5,-14
Cc1ccc(-c2csc3ncnc(-n4nnc5ccccc54)c23)cc1C,3,7,-4,-1.2,-3.2,18,28,6.9,-10
CCc1cccc(CC)c1NC(=O)CN1CC(C)SC1=NC1CCCCC1 (stereo not drawn),-14,-19,-17[20 µM],0.48,-1.5,4,14,-0.5,-1

# Part of the list above in another layout:
SMILES	EBV gp42 block	Calpain2 inh	Furin inh	KCC2 mod	TRPN1 ag	PPC-1+TRAIL kill	TbHK1 inh	TRPML3 agonist	Thrombin inh
Cc1nc2cc(NC(=O)CSc3nc4c(C)cccc4cc3C#N)ccc2s1	-17	20	-14[20 µM]	x	0.6	-11	10	0.8	5
COc1ccc(-c2noc(CCC(=O)N3CCN(Cc4ccccc4)CC3)n2)cc1	-2	-30	-16[20 µM]	x	2.6	-8	-12	1.7	-2

# Next part.
SMILES,EBV gp42 block,Calpain2 inh,Furin inh,KCC2 mod,TRPN1 ag,PPC-1+TRAIL kill,TbHK1 inh,TRPML3 agonist,Thrombin inh
COc1ccc(NC(=O)CN(C)S(=O)(=O)c2ccc(Cl)cc2)cc1Cl,-16,27,-15[20 µM],0.58,-1.5,3,6,-1.1,1
Cc1ccc(C(=O)Nc2cnc3ccccc3c2)cc1,3,16,-5[20 µM],-0.04,0.9,70*[5 µM],3,-0.3,-2
O=C(CN(C(=O)CNC(=O)c1cccs1)c1ccc2c(c1)OCCO2)NC1CCCC1,-11,2,-13[20 µM],x,1.1,11,2,0.6,1
Cc1cc(C)nc(N/N=C/c2cn[nH]c2-c2ccc(F)cc2)n1,-14,-15,-18,-0.28,-2.0,-2,-21,0.0,-9
CN(C(=O)CSc1nnc(-c2c[nH]c3ccccc23)o1)C1CCS(=O)(=O)C1 (stereo not drawn),-8,10,-17,-0.9,0.7,0,-2,1.5,-6
COc1ccccc1C(=O)Nc1sc2c(c1C(=O)NCc1ccco1)CCCC2,-20,-290,-32[20 µM],0.016,-0.9,-14,26,0.6,-5
CCOC(=O)CC1NC(=O)c2ccccc21 (stereo not drawn),-14,2,-6[20 µM],0.0046,1.6,17,2,0.9,1
CCN(CC)c1cc(C)c(C#N)c2nc3ccccc3n12,0,-123,-11,-0.12,-1.6,15,-7,-0.4,8
O=C(O)c1ccc2c(c1)C(=O)N(CCC1=CCCCC1)C2=O,-4,4,-24,-1.2,1.2,-12,0,0.7,-6
Cn1c(CCN2CCCCC2)nc2cc([N+](=O)[O-])ccc21,-18,3,-14[20 µM],x,1.3,4,-16,0.4,4
O=[N+]([O-])c1cccc(-c2ccc(SCc3cccnc3)nn2)c1,2,17,-2,-1.6,2.1,14,10,0.5,8
O=C(N1CCN(c2ccccc2)CC1)C(F)(F)C(F)(F)F,-4,23,-13,-0.72,1.3,-13,2,0.9,-5
CC1CC(=O)N(CC(=O)NCc2ccc3c(c2)OCO3)c2ccccc2S1 (stereo not drawn),6,-10,-26,-0.95,1.2,0,6,-0.2,4
Cc1ccc2cc(C#N)c(SCc3nnc(-c4ccccc4[N+](=O)[O-])o3)nc2c1,-44,35,-14,-0.39,-1.0,11,-2,1.2,-4
O=C(CNc1n[nH]c(=O)[nH]c1=O)N/N=C/C1CC=CCC1 (stereo not drawn),0,-1,-6,0.56,1.2,24,-12,0.8,-4
Cc1ccccc1Nc1nn2c(=O)c3ccccc3nc2s1,-13,2,-29,-0.065,0.7,41,-3,-0.2,5
CCOC(=O)c1sc2ncn(CC(=O)NCC3CCCO3)c(=O)c2c1C (stereo not drawn),-3,23,-9,-0.031,-0.1,11,-4,0.8,4
CCOC(=O)c1ccc(NC(=O)COc2ccc(S(=O)(=O)NC(C)(C)C)cc2)cc1,-2,-15,-10[20 µM],0.24,1.3,32,4,1.1,-4
COCc1cc(=O)[nH]c(Nc2nc3ccc(C)cc3o2)n1,-14,-5,-15[20 µM],-1,0.5,18,-22,0.0,3
Cc1c(-c2cc[n+]([O-])cc2)oc2ccc(Br)cc2c1=O,-10,-35,-22,-1.2,-0.5,10,-12,0.9,-3
COc1ccc(COC(=O)Nc2cc3c(C(F)(F)F)nn(C)c3s2)cc1,-3,62*,-19[20 µM],-1.3,-0.1,11,-1,-0.4,-5
CCc1cc2c(N[C@@H](C)C(=O)O)ncnc2s1,1,3,-20,-0.65,0.7,15,-6,1.1,0
CCOC(=O)C1=C(C)Nc2nc(C)nn2C1c1cc(OC)ccc1OC (stereo not drawn),-22,-9,-8,0.78,0.5,0,-1,-0.3,3
COc1cc(OC)cc(C(=O)N[C@H](C(=O)OCC(=O)Nc2sccc2C#N)C(C)C)c1,-22,-34,-19,-0.84,1.5,8,-1,1.3,-4
COc1ccc(-c2sc(NC(C)=O)nc2-c2ccccc2)cc1,2,6,2,0.12,-0.4,18,36,0.3,-4
Cc1ccc(C(=O)NCCOc2cccc3cccnc23)cc1Cl,2,-84,-23,-0.036,-1.1,18,2,-0.3,-7
S=C(Nc1ccccc1)Nc1ccccc1-n1cccc1,1,-4,-9,8.5*,-0.7,-1,1,0.4,-1
O=C(CCS(=O)(=O)Cc1ccc(Cl)cc1)NCCc1ccccc1,-4,-9,-26,-1.5,-1.5,x,2,0.6,1
Cc1cccc(S(=O)(=O)N/N=c2\sc3ccccc3n2C)c1,-1,-8,-38,0.41,-0.5,9,-2,0.8,-4
CC1CCN(C(=O)CCc2nc3cc(S(=O)(=O)N(C)C)ccc3n2C)CC1,-23,14,-20,1.6,-0.3,8,0,0.8,2
Cc1ccccc1NC(=O)c1csc2c1CCCC2,-8,23,-14[20 µM],x,-2.1,27,1,-1.2,3

# Some of the entries so far, as labelled records.
structure: CCOC(=O)C1=C(C)Nc2nc(C)nn2C1c1cc(OC)ccc1OC (stereo not drawn)
  EBV gp42 block: -22
  Calpain2 inh: -9
  Furin inh: -8
  KCC2 mod: 0.78
  TRPN1 ag: 0.5
  PPC-1+TRAIL kill: 0
  TbHK1 inh: -1
  TRPML3 agonist: -0.3
  Thrombin inh: 3
structure: COc1ccc(COC(=O)Nc2cc3c(C(F)(F)F)nn(C)c3s2)cc1
  EBV gp42 block: -3
  Calpain2 inh: 62*
  Furin inh: -19[20 µM]
  KCC2 mod: -1.3
  TRPN1 ag: -0.1
  PPC-1+TRAIL kill: 11
  TbHK1 inh: -1
  TRPML3 agonist: -0.4
  Thrombin inh: -5

# Assay outcomes (PubChem BioAssay)

# Not a hit list; overall some 3.6% were active at least once.
